Source: PubChem
M18AAP inhibitor – PfM18AAP inhibitors, malaria aminopeptidase, primary screen, biochemical, QFRET, recombinant enzyme; H-Glu-NHMec fluorogenic cleavage; inhibition, % at 7.35 µM; actives 1.2% (n = 290,000);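 active = inhibition above the campaign mean inhibition over all tested compounds plus 3 SD, cut at about 28% in these data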;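 also: 0% = plate median of test compound wells and 100% = 2 mM ZnCl2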
IDE cell activ – human IDE activators in live cells, primary screen, fluorescence polarization, HEK cells, FAbeta-B substrate | actives 0.073% (n = 340,000) | AID 493087, 2011 | activation, % at 5.96 µM | Insulin-degrading enzyme (Homo sapiens), P14735 | FAbeta-B cleavage; 0% vehicle, 100% cell-free pure enzyme wells;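 active = activation above the mean of all tested compounds plus 3 SD, set per screening campaign, cut at about 17% in these data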
Target sequence (P14735 whole entry, looked up): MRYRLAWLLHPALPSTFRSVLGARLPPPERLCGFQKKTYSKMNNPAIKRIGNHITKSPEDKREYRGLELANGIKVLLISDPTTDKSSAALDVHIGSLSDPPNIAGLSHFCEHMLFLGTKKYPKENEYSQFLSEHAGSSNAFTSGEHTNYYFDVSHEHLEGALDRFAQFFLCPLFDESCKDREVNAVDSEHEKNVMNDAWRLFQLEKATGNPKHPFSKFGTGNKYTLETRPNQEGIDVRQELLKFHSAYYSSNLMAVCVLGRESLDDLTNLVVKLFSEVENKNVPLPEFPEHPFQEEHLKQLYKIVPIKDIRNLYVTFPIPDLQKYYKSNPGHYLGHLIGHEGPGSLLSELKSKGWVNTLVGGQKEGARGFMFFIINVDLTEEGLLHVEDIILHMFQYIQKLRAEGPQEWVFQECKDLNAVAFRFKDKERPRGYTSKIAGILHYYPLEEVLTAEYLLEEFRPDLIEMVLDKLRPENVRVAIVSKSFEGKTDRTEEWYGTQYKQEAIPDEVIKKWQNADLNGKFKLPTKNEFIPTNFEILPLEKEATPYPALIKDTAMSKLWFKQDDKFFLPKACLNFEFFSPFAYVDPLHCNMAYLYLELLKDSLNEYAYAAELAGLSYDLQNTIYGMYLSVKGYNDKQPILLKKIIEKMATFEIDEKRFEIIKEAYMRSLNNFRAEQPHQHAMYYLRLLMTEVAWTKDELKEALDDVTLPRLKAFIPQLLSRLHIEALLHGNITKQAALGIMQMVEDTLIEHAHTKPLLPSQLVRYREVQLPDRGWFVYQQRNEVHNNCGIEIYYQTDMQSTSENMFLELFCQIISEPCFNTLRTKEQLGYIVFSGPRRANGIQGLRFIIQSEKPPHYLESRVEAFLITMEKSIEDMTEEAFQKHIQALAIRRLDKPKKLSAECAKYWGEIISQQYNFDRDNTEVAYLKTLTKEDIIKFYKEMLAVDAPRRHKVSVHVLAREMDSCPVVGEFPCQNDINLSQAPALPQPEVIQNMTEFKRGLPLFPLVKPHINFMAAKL
MEKK2 WT-MEK5 – modulators of MEK5 binding to wildtype MEKK2, primary screen, biochemical, multiplex bead flow cytometry, Alexa488-MEK5 | Alexa488-MEK5 binding to MEKK2 WT; actives lie on both sides | binding response (% of control), % at 10 µM | actives 1.1% (n = 290,000) | AID 1531, 2009; in the data active = binding response below about 67% or above about 130%
MEKK3 PB1 HTS – modulators of MEKK3-MEK5 PB1 binding, primary screen, biochemical, wildtype MEKK3, multiplex bead flow cytometry, Alexa488-MEK5; Mitogen-activated protein kinase kinase kinase 3 (Homo sapiens), Q99759; bead-based flow cytometry, Alexa488-MEK5 binding to MEKK3; actives lie on both sides; 0 = blocked by unlabeled MEK5, 100 = vehicle; binding response (% of control), % at 10 µM; actives 1.4% (n = 290,000);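 active = binding response more than 3 SD above or below the average of its plate-row segment, actives on both sides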;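 also: Alexa488 bead fluorescence after subtracting the streptavidin-only scavenger bead signal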
NALP1 inh – NALP1 inflammasome inhibitors in reconstituted yeast, colorimetric, S. cerevisiae, triplicate retest. S. cerevisiae NALP1/ASC/caspase-1 growth, X-gal OD620, 72 h. inhibition, % at 10 µM. actives 0.61% (n = 280,000). AID 2071, 2009; in the data active = inhibition mostly above about 24%, no sharp cut-off; inactive = mostly below about 32%; also: some compounds called inactive have numbers as strong as hits
SUMO HTRF inh – inhibitors of in vitro SUMOylation cascade, primary screen, biochemical, HTRF, uHTS. SUMO-conjugating enzyme UBC9 (Homo sapiens), P63279. HTRF SUMOylation assay, SAE1/SAE2 + UBC9. inhibition, % at 35 µM. actives 0.36% (n = 290,000); in the data active = inhibition above about 50%, passing the limit was not always enough; also: strong numbers were not always called active
MEKK2 mut-MEK5 – MEK5 binding signal on mutant MEKK2 PB1, primary screen, biochemical, multiplex bead flow cytometry, Alexa488-MEK5 | actives 0.35% (n = 290,000) | AID 1530, 2009 | Alexa488-MEK5 binding to MEKK2 mutant | percent response, % at 10 µM; in the data active = percent response above about 24%, passing the limit was not always enough; also: inactives centre near 1; some results filed as inactive read as strong as hits; reference of the scale not given here
IDE cell inh – human IDE inhibitors in live cells, primary screen, fluorescence polarization, HEK cells, FAbetaB substrate | Insulin-degrading enzyme (Homo sapiens), P14735 | FAbetaB cleavage | inhibition, % at 5.59 µM | actives 0.41% (n = 320,000) | AID 434962, 2010;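 active = percent inhibition above the average of all tested compounds plus 3 SD, set per screening campaign, cut at about 16% in these data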;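 also: IDE supplied by intact live HEK cells; FP after avidin binding of uncleaved biotin substrate so inhibition keeps polarization high; 0% = DMSO wells and 100% = 60 µM reference IDE inhibitor Ii1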
p-CIP stab down – p/CIP-EGFP fusion destabilizers, primary screen, fluorescence, F442A cells; 16 h; decrease of EGFP signal, % at 10 µM; actives 0.01% (n = 290,000); AID 1984, 2009;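 active = EGFP signal decrease of at least 30% at 10 µM or well 3 SD below plate mean, unless failing retest; inactive = the rest, including hits failing retest or dose response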; also: some compounds called inactive have numbers as strong as hits; many of its hits are not listed in these tables
* hit, by the source's call; nt = no result given; [ ] = another dose, or the depositor's remark.

SMILES	M18AAP inhibitor	IDE cell activ	MEKK2 WT-MEK5	MEKK3 PB1 HTS	NALP1 inh	SUMO HTRF inh	MEKK2 mut-MEK5	IDE cell inh	p-CIP stab down
COc1ccc(CNC(=O)C2=CC(c3ccc(OC)cc3)=NS(=O)(=O)N2C)cc1	2	-2	100	101	7	4	1	-4	9
O=C(Nc1ccon1)c1ccc(F)c(S(=O)(=O)N2CCCCC2)c1	4	3	102	102	16	18	6	4	0
O=C(O)c1n[nH]c2c1CCCCC2	0	3	102	100	0	26	2	-1	-2
NC(=O)c1ncc(C(F)(F)F)cc1Oc1cccnc1	-2	-6	107	119	10	-2	-1	4	-9
Cc1ccc(NS(=O)(=O)c2ccc3c(c2)NC(=O)CC(=O)N3)cc1C	-2	2	99	96	19	13	-2	5	0
CC(C)(C)NC(=O)CN(Cc1cccs1)C(=O)CNS(=O)(=O)c1ccc(F)cc1	3	0	84	94	4	6	-13	-4	-2
Cc1nc(-c2ccc(S(=O)(=O)Oc3ccccc3Cl)s2)cs1	-4	-1	100	100	37	-13	-2	-1	-13
CC(C)[N+](C)(C)CC#CC(O)(c1ccccc1)c1ccccc1	-16	2	94	90	nt	24	-16	4	-9
O=C(CSc1nnc(CNC(=O)c2c(F)cccc2F)o1)NCc1ccc(F)cc1	-4	3	98	97	13	20	-5	-2	-19
Cc1cc(C)n(-c2cc(N3CCN(C(=O)c4ccc(C(C)(C)C)cc4)CC3)ccc2[N+](=O)[O-])n1	5	4	97	102	10	12	-7	1	-10
Cn1c(Cl)c(/C=N/OC(=O)c2cccc(Cl)c2)c2ccccc21	-7	7	99	98	8	26	2	-6	-14
Cc1cccc(NC(=O)c2cc([N+](=O)[O-])ccc2NC2CCCCC2)c1	9	6	97	100	34	-7	-2	3	-10
CCCc1cc(C(=O)NCc2cccnc2)no1	3	7	99	97	12	15	1	7	-3
Cc1ccc(O)c(C=Nc2ccc3[nH]ncc3c2)c1	-4	3	95	93	23	37	-4	3	2
CCC(=O)Nc1ccc(NC(=O)c2ccccc2)nc1	4	-1	88	95	9	12	-7	3	-5
O=C(Cn1nnc(-c2ccc(CN3CCOCC3)cc2)n1)Nc1nc(-c2ccccc2)cs1	-7	-8	109	101	-16	-20	-2	14	10
Cc1c(CCO)c(=O)[nH]n1S(=O)(=O)c1ccc([N+](=O)[O-])cc1	14	5	109	105	9	5	8	0	10
COCCN(CCOC)C(=O)c1c[nH]c2ccc(S(=O)(=O)N(C)c3ccc(F)cc3)cc2c1=O	-1	-2	94	96	-9	12	-2	2	-15
O=C(Cc1ccc(Br)cc1)Nc1ccccc1Cl	-6	8	91	94	30	13	-1	5	-7
CC(/C=C/c1cccs1)=C\C(=O)O	-5	-2	109	107	5	-2	2	-1	-2
O=C(Nc1nnc(-c2ccco2)o1)c1ccc(S(=O)(=O)N2CCOCC2)cc1	-1	-1	104	101	14	-1	0	-2	5
Cc1nc(=O)c(-c2ccccc2)c(C)n1-c1cccc(C(=O)O)c1	4	11	102	98	12	4	2	-2	8
CC(=O)/C(=N\Nc1ccccc1)Oc1ccc([N+](=O)[O-])cc1	10	-1	102	108	1	27	0	1	1
C=CCNc1nc(N)c(C(=C(C#N)C#N)c2ccc(Br)cc2)s1	-4	-6	91	100	25	-13	-1	3	2
COc1ccc(NC(=O)CCN2CCN(S(=O)(=O)c3cc(Cl)ccc3OC)CC2)cc1	7	4	109	106	35	-2	9	-7	-4
CC1(C)CC(=O)C2=C(C1)Nc1cc(Cl)ccc1S2	21	-5	90	97	9	22	-3	5	-2
CCC(C)NC(=O)C1CCN(S(=O)(=O)c2cccc3cccnc23)CC1 (stereo not given)	-11	3	101	100	5	16	3	2	3
CCOC(=O)C1=C(C)N(C)C(=S)NC1c1ccc(Cl)cc1Cl (stereo not given)	-3	4	105	104	9	-14	4	3	-8
CC(=O)Nc1ccc(S(=O)(=O)NC2(C(F)(F)F)NC(=O)N(C3CCCC3)C2=O)cc1 (stereo not given)	0	-2	101	100	9	18	3	4	4
Cc1cccc[n+]1CC(=O)Nc1ccc([N+](=O)[O-])cc1Cl	3	5	105	100	21	8	3	-1	-14
CNc1nc(-c2c(C)n(C)c3ccc(OC)cc23)cs1	11	1	101	104	-1	37	6	1	-7
CN(NS(=O)(=O)c1ccc(F)cc1)c1ncc(C(F)(F)F)cc1Cl	4	nt	97	98	4	13	-2	2	1
CN1CCNC(=O)C1CC(=O)NCCC1=CCCCC1 (stereo not given)	9	-1	109	102	-9	8	12	1	-1
O=C(CSc1nnc(-c2cccnc2)n1Cc1ccco1)c1ccc2ccccc2c1	-16	-4	95	99	-9	-19	-2	10	-2
Cc1nn(-c2ccccn2)c2c1-c1nc(N3CCOCC3)ncc1CC2	0	7	99	101	-2	3	1	0	-6
Nc1nc(SCc2nc3sc4c(c3c(=O)[nH]2)CCCC4)n[nH]1	9	-4	99	95	23	-9	-2	6	-5
COc1cccc(NC(=O)Cn2nnc(C(=O)NCc3ccc4c(c3)OCO4)c2N)c1	-8	4	93	94	19	10	-1	-6	-1
CC1C/C(=C/c2ccco2)C(=O)/C(=C/c2ccco2)C1 (stereo not given)	15	nt	91	101	26	43	-2	3	-4
Cc1cccc(C(=O)O/N=C2\CCS(=O)(=O)c3sccc32)c1	-2	-1	101	107	28	-13	4	2	-2
COc1ccc(CN2CCCCCC2)cc1Br	-4	5	108	102	13	2	6	1	-7
COc1ccc(S(=O)(=O)N(CC(=O)NN=C2CCN(C)CC2)c2cc(Cl)ccc2OC)cc1OC	2	2	100	104	14	-8	-2	4	-3
CN(C)c1ccc(CNn2cnnc2SCc2ccccc2F)cc1	0	3	85	79	-5	12	-5	1	-9
Cn1cc(SCC(=O)NC2CCCCC2)c2ccccc21	6	-2	98	102	6	4	2	1	-7
NC(=O)CNC(=O)[C@@H]1CC2(CC(c3cccc([N+](=O)[O-])c3)=NO2)CN1C(=O)c1ccccc1 (stereo not given in full)	5	0	102	99	8	12	0	0	-14
Cc1ccc(Cn2cnc3ccccc32)cc1C	0	-5	98	74*[inhibitor]	36	-12	-1	-4	-16
CCOC(=O)N1CCC(Nc2c(-c3ccc(C)cc3)c(=O)c2=O)CC1	6	-4	95	101	-4	28	-5	-1	-10
COCCn1c(SCC(=O)NC2CCCCC2)nc2c(c1=O)SCC2	-5	6	101	97	4	-4	7	11	-6
CC(=O)Nc1ccc(NC(=O)Cn2ccc([N+](=O)[O-])n2)cc1	-7	4	98	94	7	13	-4	2	-9

3 entries out of the list above, arranged by the number in p-CIP stab down, low to high:
SMILES	p-CIP stab down
COCCn1c(SCC(=O)NC2CCCCC2)nc2c(c1=O)SCC2	-6
CC1C/C(=C/c2ccco2)C(=O)/C(=C/c2ccco2)C1 (stereo not given)	-4
COc1cccc(NC(=O)Cn2nnc(C(=O)NCc3ccc4c(c3)OCO4)c2N)c1	-1

Next section
SMILES	M18AAP inhibitor	IDE cell activ	MEKK2 WT-MEK5	MEKK3 PB1 HTS	NALP1 inh	SUMO HTRF inh	MEKK2 mut-MEK5	IDE cell inh	p-CIP stab down
Cc1ccc(S(=O)(=O)Nc2ccccc2/C=N/c2nc3ccccc3n2C)cc1	-9	-3	97	105	40	16	-1	4	2
COc1ccc(C(=O)NC(C(=O)NCC2CCCO2)C(C)C)cc1 (stereo not given)	-15	2	75	62	14	7	-5	1	4
COc1ccc(Cl)cc1NC(=O)C/C(C)=N/NC(=O)c1ccccc1Cl	-15	-1	104	100	14	13	0	2	-3
COc1c(F)c(F)c(C(=O)O)c(Nc2ccc(C)cc2C)c1F	-2	4	108	119	5	1	-1	1	-3
CN1CCN(CC(O)COCCOc2ccc(Br)cc2)CC1 (stereo not given)	-9	-4	111	107	18	-9	-1	5	2
CCc1c(C)nc2cc(-c3ccc(OC)cc3)[nH]n2c1=O	-2	-2	98	100	nt	14	-1	4	4
CC1Cc2ccccc2N1CC(=O)Nc1ccc(Cl)c(S(=O)(=O)N(C)C)c1 (stereo not given)	1	6	99	101	-11	11	-2	-1	-14
Cc1ccsc1CN(C)C(=O)c1ccc(Oc2ccccc2)cc1	3	0	100	103	22	-7	-2	0	4
O=C(NCC1CC1)c1cc(-c2ccccc2)nn1CC1CC(c2cccc([N+](=O)[O-])c2)=NO1 (stereo not given)	nt	5	84	92	nt	nt	-10	1	nt
COc1ccc(Cl)cc1-c1nc(SCC(=O)NC(C)C(C)C)n[nH]1 (stereo not given)	-3	0	99	99	6	0	-3	0	-2
O=C(Nc1ccccn1)Nc1ccccc1Cl	0	-6	105	106	19	-6	6	-2	-1
Nc1cc(N)nc(SCC(=O)Nc2ccccc2)n1	0	3	104	102	-2	20	2	0	-1
CN(c1ccc(OCC(=O)OCC(=O)Nc2ccccc2)cc1)S(=O)(=O)c1ccc(F)cc1	-1	1	109	98	20	-7	-1	2	-7
CCn1c(SCC(=O)N2CCCC2)nnc1-c1ccc(S(=O)(=O)N2CCCCCC2)cc1	-9	3	97	96	2	4	-4	2	4
Cc1ccc(NC(=O)N2CCN(C(=O)C3CCCO3)CC2)cc1 (stereo not given)	-7	3	104	101	20	2	5	1	-9
CC(=NCCCNC1CCCCC1)C1=C(O)CC(C)(C)CC1=O	-4	-3	95	91	4	5	-4	7	-5
O=C(NC1CCCC1)c1csc2c1CCCC2	6	1	105	109	13	6	6	6	-8
CCOC(CNc1c([N+](=O)[O-])c(=O)n(C)c(=O)n1C)OCC	1	5	101	98	21	-3	-1	7	6
CC(C)NC(=O)CCn1nc(-c2ccc(Cl)cc2)c2ccccc2c1=O	-9	7	100	100	-5	13	2	2	-3
Cc1cc2ncc(-c3ccc(Cl)cc3)cn2n1	-12	6	106	93	-15	9	-54	7	-8
COc1ccccc1NC(=O)c1ccc(NS(C)(=O)=O)cc1	6	7	101	98	-2	7	-2	-1	-4
COc1ccc(-c2sc(C(=O)c3ccc(Cl)cc3Cl)cc2CC(=O)O)cc1	-1	1	106	108	11	21	9	-1	-9
CCN(CC)CCCN(C(=O)c1ccco1)c1nc(-c2ccc(C)cc2)cs1	-2	4	135	105	16	-4	-1	0	-6
CCOC(=O)c1ccc(NCn2c(=O)oc3ccccc32)cc1	3	-1	95	100	7	7	-4	1	-6
O=C1CCCN2N=C(SCC(=O)Nc3nc4ccccc4s3)SC2=N1	-1	3	104	105	-7	17	3	3	-17
Cc1cccc(-c2noc(CN(C(=O)c3ccc4c(c3)OCO4)C(C)C)n2)c1	-5	0	99	102	-8	-13	5	-6	7
COC(=O)c1cccc(S(=O)(=O)N2CCC(NC(=O)Nc3cccc(F)c3)CC2)c1	1	-1	109	105	8	-6	2	9	-9

These rows are one share of the data, so the mix of outcomes need not match the whole.
